TDP1 cell CPT: growth inhibition of DT40 Tdp1-/-;hTDP1 cells with camptothecin (screen for TDP1 inhibitors); chicken DT40 Tdp1-/-;hTDP1 cells + 20 nM CPT, ATP luminescence, 48 h; Potency, µM (series often up to 46.2 µM), for the others: top-dose activity change, negative = growth inhibition, hits mostly inhibitors; actives 12% (n = 420,000); AID 686979; note: nearly all actives have a fitted effect of over 55% in size
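Chicken DT40 Tdp1-/- cells complemented with human TDP1, 400 cells/well, exposed to compounds plus 20 nM camptothecin for at least 48 h at 37 C; viability read as ATP content by CellTiter-Glo luminescence.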
GCN5L2 inh: inhibitors of human GCN5L2 histone acetyltransferase | Q92830 | GCN5L2 HAT assay, ThioGlo1 CoA-SH fluorescence | Potency, µM (highest dose often 58.9 µM), inactives show at the highest dose activity change, negative = inhibition, actives largely listed as inhibitors | actives 0.21% (n = 390,000) | AID 504327
Target sequence (Q92830 whole entry, looked up): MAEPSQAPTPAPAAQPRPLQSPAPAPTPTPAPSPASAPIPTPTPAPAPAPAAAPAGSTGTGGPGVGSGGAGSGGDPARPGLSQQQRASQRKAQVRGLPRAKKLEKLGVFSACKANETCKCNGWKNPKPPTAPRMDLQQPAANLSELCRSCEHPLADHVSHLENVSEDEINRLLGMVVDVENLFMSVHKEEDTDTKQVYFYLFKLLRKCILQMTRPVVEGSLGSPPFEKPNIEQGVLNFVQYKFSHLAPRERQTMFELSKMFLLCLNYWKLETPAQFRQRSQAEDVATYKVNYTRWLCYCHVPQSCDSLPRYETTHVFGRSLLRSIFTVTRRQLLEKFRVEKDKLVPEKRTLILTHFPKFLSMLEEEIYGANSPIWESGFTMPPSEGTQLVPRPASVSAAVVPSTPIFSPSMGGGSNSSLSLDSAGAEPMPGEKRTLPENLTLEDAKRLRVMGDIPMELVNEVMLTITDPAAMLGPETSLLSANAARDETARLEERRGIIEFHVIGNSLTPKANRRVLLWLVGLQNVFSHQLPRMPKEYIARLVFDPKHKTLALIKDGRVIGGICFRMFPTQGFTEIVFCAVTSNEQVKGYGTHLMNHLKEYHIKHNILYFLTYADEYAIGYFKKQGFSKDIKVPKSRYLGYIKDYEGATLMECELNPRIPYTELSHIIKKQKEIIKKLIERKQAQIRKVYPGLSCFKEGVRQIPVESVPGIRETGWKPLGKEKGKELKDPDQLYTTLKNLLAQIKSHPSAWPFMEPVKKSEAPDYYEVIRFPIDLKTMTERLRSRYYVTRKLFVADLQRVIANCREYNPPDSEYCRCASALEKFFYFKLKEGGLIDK
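GCN5L2 (20 nM) in 50mM HEPES pH 7.5, 0.1mM EDTA, 0.01% Tween-20 preincubated 15 min with compounds at room temperature. Reaction started with H3(1-25) 75uM, acetyl-CoA 70uM, ThioGlo1 50uM; CoA-thiol fluorescence (Ex340/Em540) read at 0 and 20 min.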
TDP1 cell noCPT: qHTS for Inhibitors of human tyrosyl-DNA phosphodiesterase 1 (TDP1): qHTS in cells in absence of CPT | DT40 Tdp1-/- hTDP1 cells, no CPT, ATP luminescence, 48 h | Potency, µM (top dose mostly 46.2 µM), without a hit: top-dose activity change, negative = growth inhibition, most hits filed as inhibitors | actives 15% (n = 420,000) | AID 686978, 2013; note: nearly all actives have a fitted effect of over 55% in size
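Compound effects on proliferation are scored in DT40 Tdp1-/-;hTDP1 cells in the absence of CPT. ATP levels (CellTiter-Glo luminescence) are recorded after a ≥48 hr, 37 °C incubation.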
Active calls of the source: *; ? = inconclusive; . = not tested or not shown; [ ] = remark or other dose. Calls come from the whole dose curve; as a rule, active = well fitted curve in the direction sought with a large enough effect; inconclusive = small, poorly fitted or top-dose-only effect, or another doubt; inactive = no such curve, though single readings can be large; an effect the other way counts as inactive or inconclusive. % is set by controls: 0 for no effect and ±100 for the full control effect; potency is the fitted concentration of half-maximal effect.

Screens in order: TDP1 cell CPT | GCN5L2 inh | TDP1 cell noCPT
COC(=O)CSc1ncc2c(n1)-c1ccccc1N(Cc1ccc(Cl)cc1)S2(=O)=O
    -15.4% | -22.8% | 0.3%
CN(CCNC(=O)C1CCC(=O)N(Cc2ccc(Cl)cc2)C1)CCc1ccccc1 (stereo not given)
    ? | -1.4% | ?
CCn1cc(S(=O)(=O)c2ccc(Cl)cc2)c(=O)c2cc(OC)ccc21
    -10.6% | -4.4% | 2.9%
Cc1cccc(Nc2ccccc2)c1
    ? | -0.9% | -21.0%
O=C(Nc1cccc(S(=O)(=O)N2CCCC2)c1)[C@H]1C[C@H](O)[C@@H](CO)O1
    -24.1% | . | -11.1%
Cc1ccc(CNC(=O)Cn2c(=O)n(Cc3ccccc3)c(=O)c3sc4ccccc4c32)cc1
    ? | -0.9% | ?
O=C(CC1SC(=O)NC1=O)Nc1ccc(Cl)cc1 (stereo not given)
    3.26µM* | -6.6% | 9.2µM*
COc1ccccc1C1CCN(Cc2ccccc2Cl)CC1
    ? | -0.7% | ?
COC(=O)c1c(NC(=O)CSc2nnc3ccccn23)sc2c1CCC2
    ? | 3.9% | ?
CC(C)OCCCNc1nc(Cl)nc2c1cnn2C
    -12.5% | . | ?
CC(C)c1ccc(Nc2nc(Cl)nc(NCc3ccco3)n2)cc1
    ? | 18.5% | ?
Nc1ncnc(Oc2ccccc2F)c1[N+](=O)[O-]
    -8.2% | 0.0% | 7.2%
CCc1nc2ccc(C(=O)NCc3ccc(N(C)C)cc3)cc2nc1CC
    ? | -1.9% | ?
O=C(NCCc1ccc(O)c(Br)c1)c1ccc(Br)o1
    -13.2% | . | -22.7%
Cc1cc(C)cc(C(=O)Nc2ccncc2)c1
    ? | -21.1% | -29.7%
COc1ccc(-c2cc(C(=O)Oc3cccc(C)c3)c3cc(C)ccc3n2)cc1
    7.6% | -8.9% | -16.9%
O=[N+]([O-])c1cc(/C=N/Nc2nc3ccccc3[nH]2)c(O)cc1O
    4.61µM* | -21.7% | 4.61µM*
CCOc1ccc(/C=C(/C#N)c2nnc(N3CCOCC3)n2-c2ccccc2)cc1OC
    ? | . | ?
Cc1ccc(Sc2ncccc2N)cc1
    0.1% | . | -7.5%
O=c1oc2ccccc2cc1-c1cn2cc(Cc3ccc(Br)cc3)sc2n1
    1.3µM* | -0.5% | 0.581µM*
COC(=O)CN1C(=O)CSc2ccc(S(=O)(=O)N3CCOCC3)cc21
    24.2% | -5.7% | -4.9%
CCn1c(C(Cc2ccccc2)NC(=O)COC)nc2ccccc21 (stereo not given)
    0.7% | -4.8% | -16.1%
CCOc1ccc(CCN2C(=O)C(=O)N([C@@H](CC(C)C)CN3CCC[C@H]3CN3C(=O)C(=O)NC[C@@H]3CC(C)C)C[C@@H]2Cc2ccc(O)cc2)cc1
    16.4µM* | . | ?
CC(C)(C)OC(=O)N1CCOCCOCCNCCOCCOCC1
    -11.7% | -6.3% | 2.2%
CCN(c1ccc(C)cc1C)S(=O)(=O)c1nnc(NC(=O)c2ccccc2OC)s1
    ? | 0.8% | 16.4µM*
CCOc1ccc(C2=Nc3ccccc3C(c3ccc(N4CCOCC4)cc3)=NN2)cc1
    23.1µM* | -0.5% | 13µM*
COc1ccc(NC(=O)Cn2c(=O)n(CCc3ccccc3)c(=O)c3c4c(sc32)CCCC4)cc1
    ? | -6.1% | ?
Nc1nc(SCc2cccnc2)c2ncn(C3OC(CO)C(O)C3O)c2n1 (stereo not given)
    -13.3% | . | -3.2%
CCCC(C)NC(=O)c1cc(C(=O)OC)cc([N+](=O)[O-])c1 (stereo not given)
    0.8% | -8.5% | 4.9%
Cc1ccc(S(=O)(=O)N2[C@@H](CO)CO[C@H]2CC(=O)c2ccccc2)cc1
    10.8% | . | 0.1%
CCn1c2ccccc2c2cc(NC(=O)C(C)OC(=O)c3ccc(NC(=O)CC#N)cc3)ccc21 (stereo not given)
    ? | -3.1% | ?
CSc1c(C#N)sc(=S)n1-c1ccc(C)cc1
    6.9% | -6.4% | -29.0%
CC(OC(=O)c1ccccc1Br)C(=O)Nc1nc(-c2cccc([N+](=O)[O-])c2)cs1 (stereo not given)
    ? | -1.2% | ?
Cn1c(CN2CCCCC2)nc2cc(NS(=O)(=O)c3ccc(Cl)cc3)ccc21
    ? | -3.5% | -21.9%
COC(=O)C1CCCN1S(=O)(=O)c1ccc([N+](=O)[O-])cc1 (stereo not given)
    -24.6% | -6.8% | 13.7%
Cc1cccc(NC(=O)CSc2nnc(CSc3nc(C)cc(C)n3)n2Cc2ccco2)c1
    -15.2% | -7.9% | ?
CCN(CC)CCCN1C(=O)C(=O)/C(=C(/O)c2ccc(OC)cc2)C1c1ccco1 (stereo not given)
    -12.4% | . | -14.7%
Cc1ccc(CCNC(=O)CNS(=O)(=O)c2ccc3nc(C)sc3c2)cc1
    4.6% | -1.9% | 11.1%
Cc1onc(-c2ccccc2Cl)c1C(=O)N1CCN(c2ccc(F)cc2)CC1
    ? | -5.3% | ?
Cc1ccc(-c2csc(=S)n2CC(=O)OCC(=O)NCc2ccco2)cc1
    ? | 8.1% | ?
O=C(COC(=O)c1cncc(Br)c1)Nc1ccc(N2CCCCC2)cc1
    -16.6% | -15.9% | ?
CC(=O)Cc1nsc(NC(=O)c2cn(-c3ccccc3)nc2-c2ccc(Br)cc2)n1
    -18.4% | 0.3% | 16.3%
O=C(NC1CCCC1)c1cnc2n(c1=O)CCS2
    7.0% | -1.5% | -14.2%
Cc1ccnc(N2CCC(C(=O)NNC(=O)c3ccccc3C)CC2)n1
    -24.1% | -12.3% | -0.1%
O=C(C1CCCCC1)N1C[C@H](O)[C@@H](n2cc(C3CC3)nn2)C[C@@H]1c1ccccc1
    -12.2% | . | -0.2%
CCC[C@H]1NC(=O)[C@H](C)N(C)C(=O)C(C)(C)C(=O)C(C)NC(=O)[C@H](Cc2ccc(OC)cc2)N(C)C(=O)[C@H](C(C)C)N(C)C(=O)CNC(=O)[C@H](CC(C)C)N(C)C(=O)CNC(=O)[C@H]([C@@H](C)CC)OC(=O)[C@H]1C (stereo not given in full)
    0.0326µM* | -2.1% | 0.0206µM*
CCN1CCN(C(=O)N[C@@H](C(=O)N[C@@H]2C(=O)N3[C@@H]2SC(C)(C)[C@H]3C(=O)O)c2ccccc2)C(=O)C1=O
    ? | . | -0.4%
COc1cccc(CSc2nc3ccccc3[nH]2)c1
    ? | -3.5% | ?
COc1ccc(N2CC(C(=O)N3CCOCC3)CC2=O)cc1 (stereo not given)
    -2.6% | -5.4% | -1.0%
COc1ccc(CNC(=O)c2ccc[nH]2)cc1
    -0.5% | -0.3% | -2.4%
CC1=C(C(=O)N2CCOCC2)CC(CC(=O)NCC2CCCCC2)C(=O)N1CCCN1CCCC1=O (stereo not given)
    -17.4% | . | -20.0%
Cc1ccc2nc(SCc3ccc([N+](=O)[O-])cc3)[nH]c2c1
    ? | -12.3% | ?
O=C(NCc1cccs1)c1ccc(N2CCCCC2)nc1
    2.3% | . | -9.5%
C=CCN(C(C)=O)C1CC(=O)N(c2ccc(OCCC)cc2)C1=O (stereo not given)
    0.8% | -0.1% | -17.6%
O=C(CSc1ccc(Cl)cc1)Nn1cnnc1
    18.4µM* | -1.6% | ?
CCOc1ccc(C(=O)Nc2cccc(SC)c2)cc1
    6.51µM* | -2.0% | 9.2µM*
CCN(CC(=O)Nc1ccc(NC(C)=O)cc1)C(=O)c1ccc(=O)[nH]c1
    -4.6% | 0.5% | 21.8%
Cc1ccc(C(=O)N/C(=C\c2cn(C)c3ccccc23)C(=O)OCCN(C)C)cc1
    4.2% | -7.4% | -23.0%
Cc1cc(F)ccc1-c1cc(C(=O)Nc2ccccc2)[nH]n1
    ? | . | ?
Cc1cc(=O)c(C(=O)N(C)CCc2ccccn2)c2n1-c1ccccc1SC(c1ccsc1)C2 (stereo not given)
    -6.5%[9.04 µM] | . | 3.1%

Going on with the list:
Screens in order: TDP1 cell CPT | GCN5L2 inh | TDP1 cell noCPT
Cc1cc(C)c(S(=O)(=O)N2CCN(C(=O)c3ccc(-n4nc(C)c(Cl)c4C)cc3)CC2)c(C)c1
    23.1µM* | . | 16.4µM*
CCOC(=O)c1cccc(NC(=O)Cn2c(=O)nc(-c3ccccc3)c3ccccc32)c1
    ? | 21.0% | ?
N#Cc1ccc(CN2CCCC3(CCN(C(=O)c4csnn4)CC3)C2)cc1
    0.4% | -5.5% | ?
Cc1ccc(N2CCn3c2nc2c3c(=O)n(C/C=C/c3ccccc3)c(=O)n2C)cc1C
    8.0% | -5.7% | -17.0%
COc1ccc(-n2nc([N+](=O)[O-])c(=NCCCN3CCCC3=O)n2O)cc1
    ? | -3.4% | ?
CCCCOC(=O)CCc1c(C)[nH]c(=S)[nH]c1=O
    1.7% | -4.6% | -14.8%
COCCNc1nc2nonc2nc1N1CCC(N(C)C)C1 (stereo not given)
    -1.1% | -13.6% | 23.5%
COc1ccccc1NC(=O)COC(=O)c1cnc(C)cn1
    9.1% | -5.9% | 23.8%
O=C(CNC(=O)c1ccc(F)cc1)Nc1ccccc1C(F)(F)F
    3.9% | -9.1% | 4.8%
COc1cccc(/C=C2\SC(=S)N(C(Cc3ccccc3)C(=O)O)C2=O)c1 (stereo not given)
    13.6% | -12.6% | -0.2%
Cc1cccc(-c2noc(CCCC(=O)NC3CCCCC3)n2)c1
    ? | -4.7% | ?
CC(C)C1Cc2[nH]c(=S)[nH]c(=O)c2C(c2ccc(Cl)cc2)O1 (stereo not given)
    10.4% | . | -3.3%
Cc1noc(C)c1S(=O)(=O)N1CCCC(C(=O)NCCc2ccccc2)C1 (stereo not given)
    ? | 0.0% | -26.8%
C=CCOc1c(CCC)cc(CCC)cc1C(N)=O
    -25.9% | -9.7% | -9.2%
Cc1cc(C)c(NC(=O)COC(=O)c2cc([N+](=O)[O-])ccc2N2CCOCC2)c(C)c1
    -12.0% | -3.3% | -5.1%

Pulled one by one from the list above, 3 records:
Screens in order: TDP1 cell CPT | GCN5L2 inh | TDP1 cell noCPT
Cc1onc(-c2ccccc2Cl)c1C(=O)N1CCN(c2ccc(F)cc2)CC1
    ? | -5.3% | ?
Cc1cc(C)c(S(=O)(=O)N2CCN(C(=O)c3ccc(-n4nc(C)c(Cl)c4C)cc3)CC2)c(C)c1
    23.1µM* | . | 16.4µM*
CCOc1ccc(CCN2C(=O)C(=O)N([C@@H](CC(C)C)CN3CCC[C@H]3CN3C(=O)C(=O)NC[C@@H]3CC(C)C)C[C@@H]2Cc2ccc(O)cc2)cc1
    16.4µM* | . | ?

Continuation:
Screens in order: TDP1 cell CPT | GCN5L2 inh | TDP1 cell noCPT
Cn1nc(C(C)(C)C)cc1NC(=O)C1(C)CCN1C(=O)c1ccccc1CCc1ccccc1 (stereo not given)
    18.4µM* | . | ?
O=C(NCC1CCN(Cc2ccccc2Cl)CC1)c1cc2ccc3cccnc3c2[nH]1
    ? | 0.9% | 16.4µM*
CSCCC(NC(=O)c1ccc(Cl)cc1)C(=O)OCC(C)=O (stereo not given)
    34.2%[activator] | -3.4% | -19.1%
O=C(Nc1nnc(C(F)(F)F)s1)c1ccc(Br)s1
    13µM* | -1.1% | 14.6µM*
CC(C)C(Sc1nc(-c2ccccc2)cc(-c2ccccc2)c1C#N)C(=O)O (stereo not given)
    ? | ? | ?
Cc1cc(C(F)F)n2ncc(C(=O)NCc3ccccc3)c2n1
    -24.3% | -4.0% | -25.5%
COc1cc(C(=O)n2nc(C)cc2C)cc(OC)c1OC
    -0.2% | -2.5% | 10.6%
COC(=O)c1ccc(NC(=O)CN2CCN(CC#N)CC2)cc1
    4.1% | -3.5% | -0.3%
COc1ccccc1CNC(=O)Cn1c(-c2cccs2)cc2cc(F)ccc21
    ? | -2.1% | ?
COc1ccccc1NC(=O)c1c(NCc2sccc2C)sc2c1CCCCC2
    ? | -20.8% | ?
Cn1c(SCC(=O)NC2CC2)nnc1-c1ccco1
    -5.3% | -0.1% | 0.2%
COc1ccc(OC)c(C2NC(=O)NC(C)=C2C(=O)Nc2ccc(C)cc2)c1 (stereo not given)
    5.8% | -3.6% | -3.4%
CC1CN(c2nc(Nc3ccccc3F)nc(N)c2[N+](=O)[O-])CC(C)O1 (stereo not given)
    ? | 15.7% | ?
Cc1ccc(N2N=C(c3ccc(F)cc3)CC2c2ccco2)cc1 (stereo not given)
    18.4µM* | 0.4% | ?
Cc1cccc(CN2CCCC(C(=O)Nc3ccccc3Oc3cccnc3)C2)c1 (stereo not given)
    ? | -3.4% | ?
O=C(NCCN1CCC(n2c(=O)[nH]c3ccccc32)CC1)c1ccc(Cl)c(Cl)c1
    ? | . | 18.4µM*
O=C(CSCc1ccc(Cl)cc1)Nc1cccc(C(=O)O)c1
    2.9% | -1.0% | -4.7%

Screens deposited in PubChem BioAssay by National Center for Advancing Translational Sciences (NCATS).
